E coli Lon inh – inhibitors of E. coli Lon protease, primary screen, biochemical, fluorescence polarization; hit rate 0.42% among 360,000; AID 602123, 2011; P0A9M0; inhibition, % at 7.94 µM; purified E. coli Lon protease; in the data active = inhibition above about 13%, passing the limit was not always enough;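 note: 0% = enzyme with probe and DMSO and 100% = no enzyme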
Target sequence (P0A9M0 whole entry, looked up): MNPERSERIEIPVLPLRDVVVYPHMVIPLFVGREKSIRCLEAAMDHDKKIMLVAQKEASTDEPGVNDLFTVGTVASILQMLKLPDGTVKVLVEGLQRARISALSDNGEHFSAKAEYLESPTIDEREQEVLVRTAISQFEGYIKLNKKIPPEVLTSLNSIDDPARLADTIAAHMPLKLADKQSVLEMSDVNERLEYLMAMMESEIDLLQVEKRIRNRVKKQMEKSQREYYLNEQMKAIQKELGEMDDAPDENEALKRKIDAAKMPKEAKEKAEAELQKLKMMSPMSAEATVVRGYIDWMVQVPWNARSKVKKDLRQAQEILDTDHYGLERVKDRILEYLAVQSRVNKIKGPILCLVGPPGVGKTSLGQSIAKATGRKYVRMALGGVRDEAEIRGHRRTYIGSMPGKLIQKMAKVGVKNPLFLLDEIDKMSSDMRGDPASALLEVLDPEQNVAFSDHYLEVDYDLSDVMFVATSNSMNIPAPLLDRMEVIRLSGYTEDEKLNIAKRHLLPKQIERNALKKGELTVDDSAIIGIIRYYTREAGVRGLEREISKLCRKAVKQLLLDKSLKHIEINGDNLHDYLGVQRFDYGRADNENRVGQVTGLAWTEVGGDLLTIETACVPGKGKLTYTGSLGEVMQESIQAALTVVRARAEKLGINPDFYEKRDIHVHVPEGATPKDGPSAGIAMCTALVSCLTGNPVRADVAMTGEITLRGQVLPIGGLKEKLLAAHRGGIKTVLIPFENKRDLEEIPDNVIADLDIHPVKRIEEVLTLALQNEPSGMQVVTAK
MsrA inh – bovine MsrA enzyme inhibitors, primary screen, biochemical, absorbance, HTS; hit rate 0.75% among 360,000; inhibition, % at 15.5 µM; AID 651718, 2012; purified bovine MsrA, absorbance read-out; in the data active = inhibition above about 4.5%;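 note: 0% = vehicle wells with enzyme and 100% = reference inhibitor wells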
bovine MsrA act – bovine MsrA enzyme activators, primary screen, biochemical, absorbance, HTS; Methionine sulfoxide reductase A (Bos taurus); activation, % at 10.6 µM; purified bovine MsrA, absorbance read-out; hit rate 0.3% among 360,000; AID 602163, 2012; in the data active = activation above about 7.5%;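 note: 0% = vehicle and 100% = reference activator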
PABP1 MLLE inh – inhibitors of PABP1 MLLE–PAM2 peptide binding, primary screen, biochemical, fluorescence polarization, FITC-PAM2, GST-MLLE; Polyadenylate-binding protein 1 (Homo sapiens), P11940; AID 588489, 2011; inhibition, % at 20 µM; hit rate 0.36% among 360,000; in the data active = inhibition above about 35%, passing the limit was not always enough;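 note: plate controls were DMSO wells with GST-MLLE for no effect and wells lacking GST-MLLE protein for full effect; some results filed as inactive read as strong as hits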
Neddylation inh – inhibitors of cullin neddylation, primary screen, biochemical, TR-FRET, uHTS, NAE and Ubc12; NEDD8-conjugating enzyme Ubc12 (Homo sapiens) + NEDD8-activating enzyme E1 regulatory …; calls only at 25 µM; hit rate 0.58% among 360,000; AID 651699, 2012; in the data active = inhibition above about 36%
CSN inh – inhibitors of CSN-mediated cullin deneddylation, primary screen, biochemical, fluorescence polarization, uHTS. COP9 signalosome complex subunit 5 (Homo sapiens), Q92905. Purified CSN, SCF-Nedd8-OG deneddylation. inhibition, % at 12.5 µM. hit rate 0.38% among 360,000;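 active = pattern-corrected inhibition above about 35%, with an unprinted fluorescence ratio check between 0.5 and 1.5, limit read from the data, passing the limit was not always enough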;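 note: 0% = enzyme with substrate and 100% = substrate without enzyme; some results filed as inactive read as strong as hits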
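Detection – fluorescence polarization · System – HEK293T-derived human Csn5 enzyme · Controls – substrate-only high control, full reaction low control · Timing – 90 min, room temperature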
Tb MetRS inh – T. brucei MetRS inhibitors, primary screen, biochemical, luminescence; hit rate 0.4% among 360,000; purified T. brucei MetRS, ATP depletion, Kinase-Glo luminescence; methionyl-tRNA synthetase (Trypanosoma brucei brucei); inhibition, % at 11.9 µM;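 active = inhibition above a per-plate cutoff of the control wells' mean inhibition plus 3 SD, cut at about 5.5% in these data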;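 note: 0% = DMSO wells median and 100% = median of wells with control inhibitor compound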
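Test system: purified T. brucei MetRS enzyme. Also added: ATP, methionine and E. coli bulk tRNA substrates. Compound: 11.9 µM single point. Schedule: 15 min enzyme-compound preincubation, 2 h reaction, 10 min detection, 25 °C. Signal: luciferase luminescence of residual ATP, Kinase-Glo. Evaluation: percent inhibition versus plate control medians. Controls: DMSO wells, low control.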
Rin1-Abl PPI inh – inhibitors of Rin1-Abl protein binding, primary screen, biochemical, TR-FRET; Tyrosine-protein kinase ABL1 (Homo sapiens) + Ras and Rab interactor 1 (Homo sapiens), …; inhibition, % at 7.35 µM; hit rate 0.4% among 360,000; in the data active = inhibition above about 5%, passing the limit was not always enough
FAS TE block – FAS thioesterase domain inhibitors, primary screen, biochemical, fluorescence intensity, uHTS; Fatty acid synthase (Homo sapiens), P49327; recombinant FAS-TE, OMFH fluorogenic substrate, fluorescence endpoint; inhibition, % at 15 µM; hit rate 0.67% among 360,000;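 active = compounds whose normalised, plate-corrected inhibition of enzyme fluorescence in the single-dose primary screen is 50% or more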;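 note: 0% = DMSO with enzyme and 100% = substrate without enzyme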
* hit, by the source's call; i = inactive; . = not tested or not shown.

SMILES	E coli Lon inh	MsrA inh	bovine MsrA act	PABP1 MLLE inh	Neddylation inh	CSN inh	Tb MetRS inh	Rin1-Abl PPI inh	FAS TE block
COc1ccc(C(=O)C2CCCN(Cc3c[nH]c4ccccc34)C2)c(OC)c1 (configuration not stated)	-3	0.4	-13	-9	i	0	-1.0	0	-6
Cc1ccc(S(=O)(=O)N2C3C=CC(C3)C2C(=O)O)cc1 (configuration not stated)	1	-1.0	-1	5	i	0	-0.8	-5	-2
CNC(=O)CN(c1ccc(Oc2ccccc2)cc1)S(=O)(=O)c1ccc(C)cc1	4	-2.0	-8	-5	i	-1	0.2	3	4
O=C(/C=C/[C@H]1O[C@@H](n2ccc(=O)[nH]c2=O)[C@H](O)[C@@H]1O)NCCCc1ccccc1	-11	0.7	-4	0	i	1	-0.7	1	-6
COc1ccc(CN2CCCCCC2)cc1	-3	0.4	-6	8	i	3	1.9	-4	-4
CC(=O)Nc1cccc(NC(=O)C2C3C=CC(C3)C2C(=O)O)c1 (configuration not stated)	0	-0.1	-2	1	i	-2	1.6	1	-1
O=C(Cn1nc(-c2ccccc2)c2ccccc2c1=O)NCCO	0	-1.0	1	-5	i	3	-0.3	0	-6
COc1cccc(-c2ccc3c(c2)C2CC3CCN2C(=O)c2ccc(Cl)cc2)c1 (configuration not stated)	-13	1.7	-2	-3	i	6	-0.9	-3	17
O=C(CCN1C(=O)/C(=C/c2ccc3c(c2)OCO3)SC1=S)Nc1ccc(C(=O)O)cc1	-4	0.1	-5	6	i	9	-0.3	3	0
c1nc(NC2CCCCC2)c2[nH]cnc2n1	2	-0.4	-3	3	i	45*	0.0	-5	-9
Cc1nc2nc(-c3cccnc3)[nH]n2c(=O)c1Cc1ccccc1	1	-1.2	-2	7	i	3	1.0	-4	-7
COc1cccc(NC(=O)CN(C)C(=O)CN2C(=O)NC3(CCCC3)C2=O)c1	-10	0.1	-1	-21	i	-2	-0.2	1	-7
O=C(NCC1CCCO1)C1CCN(S(=O)(=O)c2cccc3nonc23)CC1 (configuration not stated)	-2	-0.6	-5	3	i	-1	-0.5	-1	-6
O=C(O)CN1C(=O)/C(=C/C=C/c2ccccc2)SC1=S	-24	0.4	-4	17	i	10	-0.6	0	-3
CCOC(=O)c1sc(=S)n(-c2cc(OC)ccc2OC)c1N	6	3.5	-8	14	i	-1	-0.3	2	-5
COc1ccc(CCNC(=O)c2ccc(CS(=O)Cc3ccc(Cl)cc3)o2)cc1OC (configuration not stated)	1	0.3	-2	2	i	5	-0.4	-3	-4
CCCCOc1ccc(C(=O)N2CCN(c3ncccn3)CC2)cc1	0	0.0	-1	3	i	-5	-0.1	0	1
Cc1ccc(S(=O)(=O)c2cc(C)cc(S(=O)(=O)Nc3ccc(C(=O)O)cc3)c2C)cc1	-3	0.1	1	22	i	-2	-0.3	-3	-3
COCc1cn(CC(C)n2c(=O)c3ccccc3n2Cc2cc(C(C)C)no2)nn1 (configuration not stated)	.	-0.9	.	.	.	2	-0.2	.	.
CCC1(N(C(C)=O)c2ccc(OC)cc2)C(=O)c2ccccc2C1=O	-6	0.4	-3	-5	i	2	-0.6	1	-7
COc1cccc(/C=N/NC(=O)CNC(=O)/C=C\c2ccccc2)c1O	2	0.3	-3	-4	i	-3	0.4	-4	2
COc1ccc(Br)cc1CNc1ccc(O)cc1	9	-0.4	-1	1	i	2	0.6	-3	-10
CNC(=S)N(Cc1cccs1)Cc1cc2cc(OC)c(OC)cc2[nH]c1=O	-3	2.6	-4	-136	i	0	1.4	0	-5
O=C(Nc1ccc(Cl)c(Cl)c1)OCc1cccnc1	2	0.7	1	2	i	9	-0.5	-1	20
COC(=O)c1cn(NC(=O)c2cccc(OC)c2)c(=O)c2ccccc12	7	-0.4	2	-6	i	0	-1.3	2	8
Cc1sc2ncnc(Nc3ccc(N4CCOCC4)cc3)c2c1-c1ccccc1	-11	-1.4	-2	-22	i	1	-0.6	-5	29
C[C@@H]1CCCCO[C@H](CN(C)C(=O)Nc2ccc(C(F)(F)F)cc2)[C@@H](C)CN([C@H](C)CO)C(=O)c2cc(NC(=O)c3ccncc3)ccc2O1	-13	-0.1	-1	-136	i	1	-0.7	-1	8
CCC(C)[C@H](N)c1nnc(SCC(=O)Nc2cccc(Cl)c2)o1 (some centres not stated)	-10	0.7	-2	-50	i	6	-0.7	3	-6
O=C(CNC(=O)c1ccccc1Br)NCC(c1ccco1)N1CCCCC1 (configuration not stated)	-1	-1.2	-4	6	i	3	-0.2	2	-6
CN1CCN(C2CN(Cc3cn(Cc4ccc(C(F)(F)F)cc4)nn3)S(=O)(=O)C2)CC1 (configuration not stated)	-5	-0.2	-10	.	i	-3	-1.1	.	-9
CCOc1ncccc1C(=O)OCCCC(=O)c1ccc(Br)cc1	-2	-0.2	-6	1	i	-2	-0.4	2	20
CCC(C)Sc1cc(C(F)(F)F)c(C(=O)Nc2ccc(Cl)cc2)cn1 (configuration not stated)	7	-0.1	3	-17	i	-4	-0.2	3	13
N#CC(C(=S)Nc1ccccc1)c1nc2ccccc2[nH]1 (configuration not stated)	8	3.7	-3	-40	i	2	-0.8	-4	1
CCNC(=S)Nc1cc(OCC)c(NC(=O)c2cccs2)cc1OCC	10	1.6	-5	-28	i	-4	0.4	-6	-5
COc1ccc(CCCN2CCC(CN3CCNC(=O)C3=O)CC2)cc1OC	-5	0.8	-2	3	i	3	-0.3	-3	-11
O=C1NC[C@H](Cc2ccccc2)N(CC2CCN(CCc3ccccc3)CC2)C1=O	-2	1.2	-4	-1	i	1	-0.7	0	-13
CCOc1ccc(C(=O)C2CCN(C(=O)c3ccc([N+](=O)[O-])cc3)CC2)cc1	-11	0.8	-2	10	i	3	-0.8	-1	18
c1ccc(CN2CCC3CC2c2c3cccc2N2CCOCC2)cc1 (configuration not stated)	4	-0.2	-1	-11	i	-2	-0.2	3	-14
COC(=O)C[C@@H]1C[C@H]2c3cc(NC(=O)CC4CC4)ccc3O[C@H]2[C@@H](CO)O1	-13	0.4	-5	-4	i	2	-1.1	0	-4
CC(/C=C/c1ccccc1)=N\NC(=O)c1ccc(Br)cc1	2	1.2	-3	2	i	-12	0.3	2	2
CCOC(=O)CSc1nc2c(c(=O)[nH]c(=O)n2C)n1C/C=C(/C)Cl	0	1.1	-1	37*	i	1	-0.2	2	-1
COCCNC(=O)Nc1ccc2nc(C)sc2c1	-1	-0.7	-3	11	i	-2	-0.1	4	-5
CCS(=O)(=O)c1ccc(O)c(NC(=O)COc2ccc(OC)cc2)c1	-4	0.2	-2	3	i	-1	-0.1	-2	-7
O=C(COC(=O)/C=C/c1ccc(C(F)(F)F)cc1)NC1CCCC1	-9	-0.7	-12	-11	i	2	-0.8	3	-2
N#Cc1ccc(OCC(=O)Nc2ccc(N3CCCC3)cc2)cc1	-10	1.4	-1	-17	i	7	-0.2	-1	-8
COc1ccccc1NC(=O)C1CCCCC1	-2	2.3	-4	0	i	-4	0.1	0	-5
COc1ccc(C(=O)OCCNC(=O)c2c(Cl)nc3ccccn23)cc1	-4	-1.0	-1	8	i	-1	-0.2	-2	-1
COCCN(C(=O)c1ccco1)C(C(=O)NC1CCCC1)c1cccs1 (configuration not stated)	-14	-0.6	-1	3	i	-1	-0.6	2	-6
CC1CCC(NC(=O)C2CCC(CNS(=O)(=O)c3cccc4cccnc34)CC2)CC1 (configuration not stated)	-5	-0.8	-2	-10	i	3	0.4	0	6
COc1ccccc1NC(=O)c1ccc(NC(=O)COC(=O)C(C)C)cc1	5	-1.0	2	-63	i	-7	0.0	2	-8
The results go on.
SMILES	E coli Lon inh	MsrA inh	bovine MsrA act	PABP1 MLLE inh	Neddylation inh	CSN inh	Tb MetRS inh	Rin1-Abl PPI inh	FAS TE block
CCOc1cc(C)c(S(=O)(=O)NC2CCCCC2)cc1C	-2	-0.4	0	-3	i	-1	-0.6	0	9
C/C(=N\NC(=O)COc1ccc(C)cc1C(C)C)c1ccc(-n2ccnc2)cc1	1	2.4	-3	-2	i	-1	-0.6	1	6
CN(c1ccccc1)S(=O)(=O)c1ccc(C(=O)OCC(=O)NC(N)=O)cc1	0	0.8	-4	-5	i	-6	-1.0	2	-1
O=C1c2ccccc2C(=O)c2c1ccc1c(=O)n(C3CCCCC3)[nH]c21	-5	-0.7	-6	13	i	-3	-1.1	-6	1
Cc1cc(NC(=O)c2ccc(Cl)cc2)c(C)cc1O	-9	-0.8	-2	-5	i	4	-0.3	0	1
Cc1cc(OCC(=O)Nc2ccc(CN3CCOCC3)cc2)ccc1Cl	12	0.4	-8	4	i	-1	-0.7	5	0
O=C(Nc1ccc(F)cc1F)N1CCN(c2ncccn2)CC1	-5	0.3	-1	1	i	-2	-0.3	-1	-5
CN(Cc1ccc(F)cc1)C(=O)CNC(=O)c1cccs1	-15	-0.7	0	11	i	-3	0.0	5	-8
CCOc1ccc(N2C(=O)/C(=C/c3ccco3)N(C)C2=S)cc1	-4	-0.6	1	4	i	0	-0.3	0	-3
Cc1ccc(S(=O)(=O)N(C)c2ccc(C(=O)NCCc3ccccc3)cc2)cc1	3	0.3	-1	-12	i	3	-0.1	-1	17
CCN(CC)S(=O)(=O)c1cccc(C(=O)Nc2nc3cc4c(cc3s2)OCCO4)c1	6	2.0	-5	-10	i	0	-0.8	1	25
COc1ccc(S(=O)(=O)N(C)C2CCS(=O)(=O)C2)cc1OC (configuration not stated)	0	0.4	-8	-2	i	-1	-1.4	4	-10
N=c1c(C(=O)NCC2CCCO2)cc2c(=O)n3ccccc3nc2n1Cc1ccc(Cl)cc1 (configuration not stated)	-7	1.5	2	2	.	-2	-0.1	-1	10
O=C(CSc1ncc(-c2ccc(F)cc2)[nH]1)NCc1ccco1	7	1.1	-1	20	i	2	-0.3	1	-8
CC(C)n1c(SCC(=O)NCc2ccco2)nnc1C1CC1	-1	-1.3	-2	25	i	-1	-0.3	1	-4
Cc1ccc(NC(=O)c2cccc(C(=O)Nc3ccc(C)c(C)c3)n2)cc1C	-3	-0.2	-1	-11	i	5	-0.6	1	25
CC#CCN(Cc1ccco1)C(=O)C1CCC(=O)N(CCc2cccc(F)c2)C1 (configuration not stated)	-4	-0.5	2	5	i	1	0.3	-1	1
COc1ccc(/C=N\NC(=O)c2ccccc2OC)cc1COc1ccccc1C	-6	0.9	-1	-7	i	1	0.0	-3	6

Compound profiles, from the list above. Order of values: E coli Lon inh, MsrA inh, bovine MsrA act, PABP1 MLLE inh, Neddylation inh, CSN inh, Tb MetRS inh, Rin1-Abl PPI inh, FAS TE block
Results for COc1ccc(S(=O)(=O)N(C)C2CCS(=O)(=O)C2)cc1OC (configuration not stated) = 0, 0.4, -8, -2, i, -1, -1.4, 4, -10
Results for CC#CCN(Cc1ccco1)C(=O)C1CCC(=O)N(CCc2cccc(F)c2)C1 (configuration not stated) = -4, -0.5, 2, 5, i, 1, 0.3, -1, 1
